Source: PubChem (several laboratories)
STAT3 activator = activators of IL-6 induced STAT3 signaling; U3A cells, IL-6 STAT3-luciferase reporter, luminescence; 100% = signal with IL-6 EC80 alone; AID 871; actives 0.91% (n = 190,000); activation (% of control), % at 5.6 µM;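 active = activation above the screen-wide mean of compound activation plus 3 SD, cut at about 130% in these data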;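 note: 0% = background luminescence of wells with medium and substrate only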
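System – human U3A cells carrying STAT3-luciferase construct · Probe or stimulus – Interleukin-6, 33 ng/mL · Schedule – compound 1 h, then IL-6 6 h at 37 °C · Signal – luminescence from STAT3-driven luciferase reporter · Evaluation – percent of IL-6-only median luminescence · Benchmarks – IL-6-only high control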
RAM inhibit = inhibitors of the yeast RAM network; S. cerevisiae dse1pr::URA3 reporter, 5-FOA growth OD615, 2 d; analog-sensitive cbk1-as2 kinase mutant strain; inhibition, % at 50 µM; actives 1.8% (n = 190,000);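 active = inhibition above a set limit, 3 SD over mean compound inhibition, cut at about 8.4% in these data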;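 note: 0% = DMSO-only wells with no growth and 100% = 10 µM 1-NA-PP1 full growth; inhibition rescues growth on 5-FOA so higher OD means more RAM inhibition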
SRC2 TRFRET art = TR-FRET artefact, counter-screen to PPARgamma/SRC-2 agonist assay. active compounds read high. TR-FRET ratio at 8 µM. actives 0.4% (n = 200,000). AID 1049; in the data active = TR-FRET ratio above about 2000; note: inactives centre near 1500
STAT1 blocker = reduces IFN-gamma driven STAT1 reporter signal. AID 920. NIH 3T3 STAT1-luciferase reporter, luminescence. inhibition, % at 5.5 µM. actives 0.35% (n = 200,000);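 active = inhibition above a set limit, the mean inhibition across all tested compounds plus 3 SD, cut at about 34% in these data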;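 note: 0% = IFN-gamma with DMSO and 100% = IFN-gamma with 300 µM nifuroxazide; values of inactives mirror those of a sister screen read the other way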
PPARg SRC-1 ag = promotes SRC-1 coactivator recruitment by human PPARgamma | P37231 | PPARgamma-SRC-1 coactivator recruitment biochemical assay | activation, % at 8 µM | actives 0.41% (n = 200,000); in the data active = activation above about 19%;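 note: 0% = DMSO and 100% = reference agonist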
Target sequence (P37231 whole entry, looked up): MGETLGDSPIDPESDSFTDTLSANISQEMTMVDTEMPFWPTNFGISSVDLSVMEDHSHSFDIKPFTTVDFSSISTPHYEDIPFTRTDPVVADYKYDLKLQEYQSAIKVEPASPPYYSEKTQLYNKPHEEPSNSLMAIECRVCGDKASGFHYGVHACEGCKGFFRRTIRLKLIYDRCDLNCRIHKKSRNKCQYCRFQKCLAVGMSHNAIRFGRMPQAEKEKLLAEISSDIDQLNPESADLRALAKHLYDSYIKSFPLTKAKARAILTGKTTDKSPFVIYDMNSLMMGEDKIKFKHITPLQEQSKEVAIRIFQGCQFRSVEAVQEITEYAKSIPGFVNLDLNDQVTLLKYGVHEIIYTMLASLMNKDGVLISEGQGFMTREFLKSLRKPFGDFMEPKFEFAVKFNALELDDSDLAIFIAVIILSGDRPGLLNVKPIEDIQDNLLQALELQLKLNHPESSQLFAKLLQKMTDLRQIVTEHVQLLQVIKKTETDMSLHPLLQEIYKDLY
ROMK primary = human ROMK K+ channel modulation, primary screen | P48048 | Tet-inducible ROMK, thallium flux fluorescence; actives lie on both sides | B-score at 10 µM | actives 2% (n = 130,000) | AID 1918;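 active = signal ratio slope over the read window, or its plate-corrected B-score, at least 3 SD from the plate mean, either direction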;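 note: B-score of the F/F0 ratio slope over 7 to 12 s after thallium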
STAT3 blocker = reduces IL-6 driven STAT3 reporter signal | U3A cells, IL-6 STAT3-luciferase reporter, luminescence; host cell line lacks STAT1 | inhibition, % at 5.5 µM | actives 0.89% (n = 190,000) | AID 862;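 active = inhibition above the mean inhibition across all screened compounds plus 3 SD, cut at about 44% in these data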;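 note: 0% = DMSO only wells and 100% = 100 µM nifuroxazide control wells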
PPARg SRC-3 ag = agonists of human PPARgamma SRC-3 coactivator recruitment; AID 731; P37231; biochemical PPARgamma/SRC-3 coactivator recruitment assay; activation, % at 8 µM; actives 0.26% (n = 200,000); in the data active = activation above about 23%;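 note: 0% = DMSO and 100% = reference agonist; some compounds past the cut are filed as inactive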
TLR4-MyD88 BLA = blocks binding of human TLR4 to MyD88. HeLa CL3-4 TLR4/MyD88 BLA complementation, FRET ratio. inhibition, % at 8.4 µM. actives 0.18% (n = 200,000). AID 861; in the data active = inhibition above about 25%;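 note: 0% = vehicle and 100% = reference inhibitor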
PPARg SRC2 recr = PPARgamma-driven SRC-2 recruitment agonism; P37231; PPARgamma LBD-SRC-2 recruitment, biochemical; activation, % at 8 µM; actives 0.34% (n = 200,000); in the data active = activation above about 22%;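 note: 0% = vehicle and 100% = reference agonist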
S1P3 antagonist = blocks the human S1P3 receptor. CHO S1P3 NFAT-BLA reporter, FRET fluorescence, antagonist mode. inhibition, % at 4.98 µM. actives 0.27% (n = 170,000). Q99500;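 active = inhibition above the plate cutoff, the mean inhibition of test wells on that plate plus 3 SD, cut at about 28% in these data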;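 note: cells challenged with S1P at its EC80 of 0.8 µM; blue over green emission ratio from cleaved BLA substrate after 4 h stimulation; 0% = S1P-stimulated wells and 100% = unstimulated DMSO-only wells; some compounds past the cut are filed as inactive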
Target sequence (Q99500 whole entry, looked up): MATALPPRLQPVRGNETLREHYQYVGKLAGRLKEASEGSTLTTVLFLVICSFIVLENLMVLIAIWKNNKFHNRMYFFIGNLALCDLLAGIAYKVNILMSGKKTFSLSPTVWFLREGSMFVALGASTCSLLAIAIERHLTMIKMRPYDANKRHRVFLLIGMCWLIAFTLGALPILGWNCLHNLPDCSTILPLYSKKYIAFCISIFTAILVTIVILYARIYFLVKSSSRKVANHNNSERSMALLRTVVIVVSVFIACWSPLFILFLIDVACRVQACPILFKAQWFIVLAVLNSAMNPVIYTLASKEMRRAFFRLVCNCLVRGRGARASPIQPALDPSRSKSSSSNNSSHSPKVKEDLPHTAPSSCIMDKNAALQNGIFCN
Active calls of the source: *; . = not tested or not shown.

SMILES	STAT3 activator	RAM inhibit	SRC2 TRFRET art	STAT1 blocker	PPARg SRC-1 ag	ROMK primary	STAT3 blocker	PPARg SRC-3 ag	TLR4-MyD88 BLA	PPARg SRC2 recr	S1P3 antagonist
CC(=O)c1ccc(N(C(=O)c2ccco2)C(C(=O)NC2CCCC2)c2ccc(N3CCOCC3)cc2)cc1 (configuration not stated)	103	4.7	1332	2	2	0.53	4	1	20	2	-6
CCN1CCN(c2c(Cl)cccc2NC(=O)c2ccc([N+](=O)[O-])cc2)CC1	101	-0.2	1678	-2	2	0.22	6	5	9	12	-14
Cc1cccnc1Sc1c([N+](=O)[O-])ncn1C	103	0.9	1524	-8	4	-0.4	-3	2	-7	5	.
COc1ccc(N2C(=O)[C@@H]3[C@H](C2=O)[C@H]2c4ccccc4C=CN2[C@@H]3C(=O)Nc2ccccc2)cc1	127	1.2	1340	4	3	-1.9	-31	-6	-6	-3	.
Cc1ccc(C2=[N+]([O-])C(C)N(O)C2(C)C)o1 (configuration not stated)	101	0.6	1538	-4	8	-0.44	6	8	4	13	.
Nc1ccnn1Cc1ccncc1	106	0.1	1431	-3	5	0.88	1	5	1	6	-7
COC(=O)c1ccccc1NC(=O)Cn1cnc2cc(C)c(C)cc21	87	2.5	1708	22	4	.	25	-1	-15	2	-13
O=C(C[N+]1(CC#Cc2ccccc2)CCCCC1)c1ccc(Cl)cc1	91	1.3	1547	10	6	-1	19	6	-6	-2	-1
CC1(C)CC(N=Cc2c(O)n(Cc3ccc4c(c3)OCO4)c(=O)c3ccccc23)CC(C)(C)N1	97	-0.6	1699	1	1	-0.52	6	3	-3	2	-8
C=CCn1c(SCC(=O)NC23CC4CC(CC(C4)C2)C3)nc(O)cc1=O	104	0.7	1485	3	13	0.25	0	1	7	11	.
CC(Sc1nnc(N)s1)C(=O)Nc1ccc(N2CCOCC2)cc1 (configuration not stated)	106	1.2	1366	2	-1	.	-4	-5	-1	1	.
CCCC1Cc2c(sc3nc(SC)nc(N)c23)CO1 (configuration not stated)	90	3.6	1348	-8	-4	-1	19	-4	-6	-3	.
COc1ccc(C2OC(=O)CC2C(=O)NC2CCCCCC2)cc1OC (configuration not stated)	104	0.6	1319	-5	-2	.	-1	-7	-1	-2	.
Cc1cc(C)cc(NC(=O)CSc2nc3[nH]ncc3c(=O)[nH]2)c1	99	2.3	1514	-5	-2	-0.027	-1	1	-11	6	-1
COC(=O)CN1C2=NCCCN2c2ccccc21	106	0.9	1330	6	-3	0.24	-4	-2	4	-1	-4
COc1cc(C(=O)NCc2ccco2)cc(OC)c1OC	98	0.7	1457	4	-4	.	7	11	0	-3	8
CCCOc1ccc(C(=O)NNC(=S)NC(C)=O)cc1	104	0.4	1682	3	3	.	0	7	10	15	.
O=C(Nc1nc(-c2cccs2)c(-c2cccs2)s1)C1CCCC1	103	5.7	1539	-2	4	.	-1	-1	0	1	-22
CC(C1CC1)N(Cc1ccccc1)C(=O)NC(=O)c1ccccc1 (configuration not stated)	93	0.8	1628	2	-1	0.79	13	2	-8	4	-20
Cc1ccc(N=Nc2c(C)[nH]n(C(N)=S)c2=O)cc1	126	2.1	1569	-41	1	0.95	-30	3	1	5	2
CC(C)NC(=O)c1ccccc1N(Cc1ccccc1)S(C)(=O)=O	105	1.0	1433	1	-4	0.29	-9	-8	7	-5	.
CCn1c(-c2ccoc2C)n[nH]c1=S	104	1.8	1502	1	10	.	-2	7	2	6	.
CSc1ccc(C#N)cc1NC(=O)c1ccc(Cl)cc1	88	2.0	1733	0	10	.	20	4	14	9	.
COc1ccccc1NC(=O)c1nn(C)cc1Br	89	0.7	1602	0	0	.	16	-7	-9	-1	.
CCOC(=O)c1c(NC(=S)Nc2cccnc2)sc(C)c1C	102	0.8	1432	-5	-2	0.19	-3	-1	4	11	2
COc1cc(/C=N/NC(=O)CC2(C)OCCCO2)ccc1OCc1ccccc1	111	-0.5	1489	-14	1	-0.7	-16	2	-7	-3	-14
COc1cccc(NC(=O)COC(=O)c2ccccc2F)c1	89	0.9	1439	-10	11	.	17	-1	-6	10	-8
O=C1C2CCCCC2C(=O)N1c1ccc(NC2CCCCC2)c([N+](=O)[O-])c1 (configuration not stated)	108	4.0	1634	-5	-2	-0.022	-12	2	0	-1	-10
Cc1nonc1OCCNC(=O)C12CC3CC(CC(C3)C1)C2	98	0.1	1500	2	1	0.79	6	-13	17	5	0
Cc1ccc(Cl)cc1NC(=O)CC1NC2CCCCC2NC1=O (configuration not stated)	107	0.0	1682	-2	7	0.035	-5	1	6	0	-19
CCOC(=O)C1(Cc2cccc(OC)c2)CCN(Cc2cccn2-c2ccccn2)CC1	98	0.0	1435	11	2	.	7	4	-14	7	6
O=C(COC(=O)/C=C/c1ccco1)Nc1ncc(C(F)(F)F)cc1Cl	103	1.4	1527	1	0	.	2	3	-6	-1	-10
CCN(CC)C(=O)CCNS(=O)(=O)c1ccc(C)cc1	99	2.4	1643	-6	-4	.	6	0	-5	-2	.
O=C(Nc1ccccc1)Nc1cccc2cccnc12	150*	0.0	1388	-23	1	.	-62	-5	2	2	-6
CC1=NN(C(C)C)C(=O)C1	91	1.0	1568	-1	4	.	14	8	1	5	.
CC1CCCC/C1=N\NC(=S)NCCc1ccccc1 (configuration not stated)	110	-0.6	1593	-2	4	-1.1	-10	1	-1	6	6
CC1CCCCN1CC(=O)Nc1ccccc1Sc1ccccc1 (configuration not stated)	108	1.6	1521	3	-2	-0.46	-13	-1	3	-1	-1
COc1ccc(C(=O)CSc2ccc(-c3ccccc3)nn2)cc1	96	6.0	1770	0	12	.	0	-3	0	3	1
COc1ccccc1-c1coc2cc(OCC(=O)OCc3ccccc3)ccc2c1=O	106	4.5	1771	-1	-2	.	-7	2	13	-1	1
O=C(CCn1cnnn1)Nc1cccc(F)c1	98	-0.4	1544	-5	-4	-0.14	6	0	3	-2	-2
COc1cc(NC(=O)CSc2ncccc2C(=O)OC(C)C)cc(OC)c1	97	0.2	1378	4	-5	0.066	10	0	10	0	.
COc1ccc2cc(C(=O)Nc3c(C)n(C)n(-c4ccccc4)c3=O)sc(=O)c2c1OC	.	1.6	1644	9	5	.	.	8	-7	15	-24
CCCCOc1ccc(C(=O)N/N=C/c2cn[nH]c2-c2ccc(OC)c(OC)c2)cc1	105	-1.6	1643	-3	-2	1.4	-2	-1	-7	-6	-12
COc1ccc2nc(NC(=O)CCc3nc(-c4ccccc4F)no3)sc2c1	110	1.2	1387	-13	6	0.22	-10	4	1	1	-12
Cc1ccc(S(=O)(=O)Nc2ccc(-c3nnc(SCC#N)n3C)cc2)cc1	94	6.1	1575	8	7	.	11	7	11	-1	-4
COc1ccc(N(CC(=O)NCc2cccnc2)S(=O)(=O)c2ccc(C)c([N+](=O)[O-])c2)cc1	106	2.4	1536	-21	1	0.11	-6	3	0	1	-14
CCN(CC)C(=O)CSc1nc(-c2ccc(C)cc2)nc2c1COC(C)(C)C2	99	0.8	1477	-7	4	0.048	2	3	7	4	.
Cc1ccc(S(=O)(=O)/N=C(\CCl)N2CCOCC2)cc1	94	2.0	1524	16	3	-1.1	10	-2	-1	8	8
CN(C)S(=O)(=O)c1cccc(NC(=S)NC2CCCCC2)c1	98	2.8	1601	-2	6	-0.47	10	2	8	-1	10
CCC1=NN(C(=O)Cc2ccc(OC)c(OC)c2)C(O)(C(F)(F)F)C1 (configuration not stated)	99	-1.6	1540	-7	-6	.	3	-4	0	1	-6
Cc1nnc(NC(=O)C2c3ccccc3Oc3ccccc32)s1	98	3.3	1282	6	-6	-2	6	12	8	-3	.
O=C(Cc1ccccc1)NC1CCN(S(=O)(=O)c2cccc(F)c2)CC1	111	2.1	1578	-7	-2	0.034	-10	-3	-7	7	-20
Cc1nnc(SCC(=O)NC2CCCCC2)n(N)c1=O	100	-0.4	1650	-10	2	0.02	-1	8	-10	5	.
Cc1ccc2cn[nH]c2c1NC(N)=S	82	0.4	1339	-2	3	0.0017	24	-2	-16	1	-18
CC(=O)Nc1cccc(NC(=O)CSc2nnnn2C)c1	98	1.0	1552	9	0	.	5	5	-4	5	70*
O=C(Cn1ccc2ccccc2c1=O)NCCC(=O)Nc1ccc2c(c1)OCCO2	96	2.2	1484	1	-3	.	10	-1	0	8	.
Cc1csc(SCC(=O)Nc2nc(-c3ccccc3)cs2)n1	105	1.6	1633	-13	-2	.	-5	6	-2	4	-28
CN1CCN(c2ccc(NS(=O)(=O)c3ccc(Cl)cc3)cn2)CC1	110	1.3	1713	-2	6	-0.43	-2	7	-4	4	-5
COc1cccc2[nH]c3c(N4CCCCC4)ncnc3c12	105	0.9	1540	-11	3	0.78	-1	-7	-1	-1	20
CCOc1ccc(-c2nc(-c3ccc(OC)cc3)no2)cc1OCC	96	9.1*	1663	-4	14	.	14	9	-15	11	-20

Other entries:
SMILES	STAT3 activator	RAM inhibit	SRC2 TRFRET art	STAT1 blocker	PPARg SRC-1 ag	ROMK primary	STAT3 blocker	PPARg SRC-3 ag	TLR4-MyD88 BLA	PPARg SRC2 recr	S1P3 antagonist
CN(C)C(=O)CCc1nc(-c2ccc(C(C)(C)C)cc2)no1	82	0.8	1613	-8	8	.	23	11	-14	8	7
CC(C)(C)c1ccc(C(=O)Nc2ccc(NC(=O)C(=O)O)cc2)o1	102	0.5	1646	0	6	0	-1	0	-3	7	4
Cc1ccc(C(=O)CN(C(=O)c2ccc(Cl)c(Cl)c2)N2C(=O)C3CCCCC3C2=O)cc1C (configuration not stated)	96	2.4	1558	0	-2	-0.14	4	-4	-3	-4	.
CCCNC(=O)Nc1nnc(C2CC2)s1	100	0.1	1467	-5	15	.	5	7	-13	7	-15
CCC(=O)N1c2ccc(S(=O)(=O)CCC(=O)NCc3cccs3)cc2CC1C (configuration not stated)	107	2.2	1516	2	2	1.2	-2	-10	8	-1	.
CCO[C@@H]1OC(C(=O)Nc2ccccc2)=C[C@H](c2ccc(C(F)(F)F)cc2)[C@H]1CCCO	.	4.0	1715	-8	6	.	.	-7	0	3	-7
COc1cc(NS(=O)(=O)c2ccc(N/C=C\C(=O)c3ccc(OC)c(OC)c3)cc2)nc(OC)n1	96	1.9	1536	3	3	2.1	2	0	-6	4	-2
Cc1cc(O)c(C=Nc2ccc(Cl)cn2)c(=O)o1	97	0.7	1523	0	4	-0.27	10	-6	-2	8	.
